# Source: PubChem BioAssay
# ERK EGF block: EGF-driven ERK pathway inhibition; HEK293-V1b, EGF-stimulated phospho-ERK AlphaScreen; Potency, µM (highest dose often 11.5 µM), for inactives: at the highest dose activity change, negative = inhibition, actives largely listed as inhibitors; 130,000 tested, 0.41% active; AID 1454; active = well fitted inhibition curve with a large enough effect; inconclusive = small, poorly fitted or top-dose-only effect, or effect the other way;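 note: plate controls were stimulated vehicle wells for no effect and unstimulated vehicle basal for full effect; nearly all actives have a fitted effect of over 55% in size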
#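 Cell line HEK293 (stable V1b), low serum overnight. Pretreatment: compound 30 min, 37C. EGF 25 nM, 5 min. Detection: SureFire AlphaScreen, 5 h RT. AC50 via standard Hill equation.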
# * hit, by the source's call; u = inconclusive; [ ] = another dose, or the depositor's remark. Potency is the fitted concentration of half-maximal effect. Only part of the results is shown (hit frequency here may not be typical).
ERK EGF block | mol
4% | O=C(Nc1ccc(N2CCOCC2)cc1)C1CC(O)CN1S(=O)(=O)c1ccc(Cl)cc1 (stereo not given)
2% | Cc1ccc(C(NC(=O)N2CC(C)OC(C)C2)C(Cl)Cl)cc1F (stereo not given)
2% | CCn1cc(-c2cc(C(=O)O)on2)c(C)n1
-4% | CC(=O)c1cc(C(=O)N2CCCC(CCC(=O)N(C)CCc3ccccn3)C2)cs1 (stereo not given)
0% | CCc1cc2c(SCC(=O)NC3CCS(=O)(=O)C3)ncnc2s1 (stereo not given)
-9% | CCCCN=C1NN=C(c2cccc([N+](=O)[O-])c2)CS1
-8% | CC(C)CNC(=O)c1cccc(NC(=O)CSc2ccccc2)c1
14%[57.5 µM] | COc1ccc2[nH]c(=O)c(CNc3ccccc3C)cc2c1
u | CC(=O)c1c(C)[nH]c(C(=O)OCC(=O)Nc2ccc(Cl)cc2[N+](=O)[O-])c1C
2% | CCCCCn1ccc(=O)c2c(C(F)(F)F)nccc21
-4% | C/C=C/C(=O)OCC(=O)Nc1cc([N+](=O)[O-])ccc1Cl
12% | O=C(O)CCCCCNS(=O)(=O)c1cccc2c1C(=O)c1ccccc1C2=O
-2% | C[C@@H]1NC(=O)c2cc([N+](=O)[O-])cc(I)c2OCC[C@@H](C(=O)NC(CC(=O)O)C(N)=O)NC(=O)[C@H](CC(N)=O)NC1=O (stereo not given in full)
-4% | CC[C@H](C)[C@H](NC(N)=O)C(=O)Nc1ccc2c(c1)OCO2
-8%[57.5 µM] | Cc1cc(/C=C2\C(=O)NN(c3ccccc3)C2=O)c(C)n1-c1ccccc1O
-4% | COc1cc(C(=O)NCc2ccc(F)cc2)cc(Cl)c1OC
0% | COc1ccc(-c2nc3cnccn3c2Nc2ccc3c(c2)OCO3)cc1
1% | O=C(CCCCCn1c(=S)[nH]c2ccc(N3CCOCC3)cc2c1=O)NCc1ccc2c(c1)OCO2
-3%[57.5 µM] | CCOc1ccc(N2CC(C(=O)Nc3cccc(S(=O)(=O)NC4=NCCC4)c3)CC2=O)cc1 (stereo not given)
-2%[57.5 µM] | CCOc1cc(C(F)(F)F)cnc1/C(N)=N/O
5% | Cc1ccccc1C(=O)NNC(=S)NC(=O)c1cccnc1
-8% | C=CC[n+]1c(-c2ccccc2)csc1NC(C)(C)C
1%[57.5 µM] | NC(=O)c1ccsc1NC(=O)COC(=O)/C=C/c1ccc([N+](=O)[O-])cc1
-4% | CC(=O)c1ccccc1OC(=O)CCN1C(=O)C2C3C=CC(C4CC34)C2C1=O (stereo not given)
-14%[57.5 µM] | CC(=O)Nc1nc(C)c(Oc2cccc(C(F)(F)F)c2)c(=O)[nH]1
2% | Cc1ccc2[nH]c(=O)c(CN(C)C(=O)c3cccs3)cc2c1
0% | O=C(NC(=S)Nc1ccccc1)c1ccc(Br)o1
5% | CCOC(=O)N1CCN(C(=O)COC(=O)c2cc(Cl)c(O)c(Cl)c2)CC1
-4% | Cc1csc(NC(=O)c2cc(C)nc3ccccc23)n1
2% | CCn1cc(C(=O)OCC(=O)N(C)Cc2ccccc2)c(=O)c2ccc(C)nc21
-22% | COc1ccc(Nc2nc3c(C)cccc3cc2C#N)cc1
u | C[C@H]1C=C(C(=O)N2CCN(Cc3ccc4c(c3)OCO4)CC2)O[C@@H](OCc2ccc(CO)cc2)C1
-25%[57.5 µM] | O=C(O)CCCCCN=C1CCc2ccccc2N1
-7% | Cc1ccc(NC(=O)CC2SC(=NC3CCCCC3)NC2=O)cc1 (stereo not given)
2% | CN(C)/C=C1\N=C(c2ccc3c(c2)OCO3)OC1=O
-4% | Cc1ccc2oc(=O)c3c4cc(O)c(O)c(C)c4oc3c2c1
3% | COC1CCCN(Cc2cn(C)nc2-c2ccc(Oc3ccccc3)cc2)C1 (stereo not given)
12% | N#Cc1cccc(NC(=O)N2CC[C@@]3(CCCNC3)C2)c1
u | COc1ccc2c(c1)CC/C(=C/c1cc(OC)c(OC)c(OC)c1)C2=O
0% | O=[N+]([O-])c1cc2c(cc1[N+](=O)[O-])OCCOCCOCCOCCO2
-1% | O=S(=O)(Nc1cccc(S(=O)(=O)N2CCOCC2)c1)c1ccc2c(c1)OCCO2
4%[57.5 µM] | Cc1cc(C(=O)Nc2nc3ccc(Cl)cc3s2)nn1C
2% | Cc1ccccc1NC(=O)CSc1nn2c(=O)c(C)nnc2s1
-3% | CCCC(=O)Nc1ccc(C(=O)n2ccc(C)n2)cc1
-2% | O=C(CN1C(=O)CCC1=O)NNc1ccc2ccccc2c1
5% | Cc1nn(C(C)(C)C)c(N)c1-c1ccccc1
u | c1ccc(Nc2ccnc(Nc3ccccc3)n2)cc1
0% | CC(C)(CO)N=C1NS(=O)(=O)c2cc([N+](=O)[O-])ccc21
-10% | COc1ccc(Cc2nnc(NS(=O)(=O)c3ccc(Cl)cc3)s2)cc1OC
9% | Cn1nc(C(F)(F)F)c(CN2CC(C)(C)C2=O)c1N1CCOCC1
-8%[57.5 µM] | CC(=O)c1cccc(NC(=O)NNC(=O)CCC(=O)Nc2ccc(C)c(C)c2)c1
6%[57.5 µM] | CS(=O)(=O)NCCCNc1ccc(C(F)(F)F)cc1[N+](=O)[O-]
4%[57.5 µM] | CCCOc1ccc(-c2nnn(CC(=O)N3CCCC(C)C3)n2)cc1 (stereo not given)
-5% | CCOc1cccc2sc(Cl)nc12
5% | Cc1cccc(C)c1N=Cc1c(C(F)(F)F)[nH][nH]c1=O
0% | CS(=O)(=O)N1CCC(C(=O)Nc2cc(Cl)cc(Cl)c2)CC1
-3% | O=C(N/N=C/c1ccc(OCc2ccccc2)cc1)c1ccc(O)cc1
1%[57.5 µM] | O=S(=O)(NCCc1csc(-c2ccccc2)n1)c1cccnc1
-3% | Cc1ccc(-n2nc(C)c3c(=O)[nH]c(C(F)(F)F)nc32)cc1
-2%[57.5 µM] | CC(C)Cn1cnc2c(c1=N)C(c1ccccc1)C1=C(CC(C)(C)CC1=O)O2 (stereo not given)

# Some of the entries so far, tab-delimited:
structure	ERK EGF block
O=S(=O)(Nc1cccc(S(=O)(=O)N2CCOCC2)c1)c1ccc2c(c1)OCCO2	-1%
Cc1cc(C(=O)Nc2nc3ccc(Cl)cc3s2)nn1C	4%[57.5 µM]
Cc1ccccc1NC(=O)CSc1nn2c(=O)c(C)nnc2s1	2%
CCCC(=O)Nc1ccc(C(=O)n2ccc(C)n2)cc1	-3%
O=C(CN1C(=O)CCC1=O)NNc1ccc2ccccc2c1	-2%
Cc1nn(C(C)(C)C)c(N)c1-c1ccccc1	5%
c1ccc(Nc2ccnc(Nc3ccccc3)n2)cc1	u
CC(C)(CO)N=C1NS(=O)(=O)c2cc([N+](=O)[O-])ccc21	0%
COc1ccc(Cc2nnc(NS(=O)(=O)c3ccc(Cl)cc3)s2)cc1OC	-10%
Cn1nc(C(F)(F)F)c(CN2CC(C)(C)C2=O)c1N1CCOCC1	9%
CC(=O)c1cccc(NC(=O)NNC(=O)CCC(=O)Nc2ccc(C)c(C)c2)c1	-8%[57.5 µM]
CS(=O)(=O)NCCCNc1ccc(C(F)(F)F)cc1[N+](=O)[O-]	6%[57.5 µM]
CCCOc1ccc(-c2nnn(CC(=O)N3CCCC(C)C3)n2)cc1 (stereo not given)	4%[57.5 µM]
CCOc1cccc2sc(Cl)nc12	-5%
Cc1cccc(C)c1N=Cc1c(C(F)(F)F)[nH][nH]c1=O	5%
CS(=O)(=O)N1CCC(C(=O)Nc2cc(Cl)cc(Cl)c2)CC1	0%
O=C(N/N=C/c1ccc(OCc2ccccc2)cc1)c1ccc(O)cc1	-3%
O=S(=O)(NCCc1csc(-c2ccccc2)n1)c1cccnc1	1%[57.5 µM]
Cc1ccc(-n2nc(C)c3c(=O)[nH]c(C(F)(F)F)nc32)cc1	-3%
CC(C)Cn1cnc2c(c1=N)C(c1ccccc1)C1=C(CC(C)(C)CC1=O)O2 (stereo not given)	-2%[57.5 µM]

# Next compounds
ERK EGF block | mol
0% | S=c1[nH]nc(COc2ccccc2)n1/N=C/c1ccccn1
-2% | CC(=O)N1CCC2(CC1)C/C(=N\NC(=S)Nc1ccccc1C)c1cc(O)ccc1O2
7%[57.5 µM] | O=C(NCc1ccco1)Nc1ccc([N+](=O)[O-])cc1
3% | COc1ccc(CCNC(=O)CSc2nc3[nH]ncc3c(=O)n2-c2ccccc2OC)cc1OC
1% | O=C(CSc1nnc(C2CC2)n1Cc1ccccc1)Nc1cccnc1Cl
-3%[57.5 µM] | COC(=O)c1cc(NC(=O)c2c(-c3c(Cl)cccc3Cl)noc2C)ccc1N1CCOCC1
-6% | O=C(O)c1cccc(S(=O)(=O)NCCc2ccccc2)c1
-13% | CC(=O)c1c(C(C)=O)c(C)n(C2CCCCC2)c1C
3% | CC1C/C(=N\NC(=O)CCc2ccc(S(=O)(=O)N3CCOCC3)cc2)CC(C)(C)C1 (stereo not given)
-5% | Cc1cc(C)n(/N=C/c2cccs2)c(=O)c1C#N
-4% | O=C(CSc1nnc2ccccn12)Nc1ccc2c(c1)OCO2
0% | CCC(C)c1ccc(O)c(NC(=S)NC(=O)c2cccnc2)c1 (stereo not given)
-1% | COCCNC(=O)C1(CC(C)C)C=CCN1C(C)=O (stereo not given)
1% | O=C(COC(=O)c1ccc([N+](=O)[O-])o1)Nc1cccc(S(=O)(=O)N2CCCCC2)c1
0% | COc1ccc(OC)c(NC(=O)CSc2ncnc3c2cnn3-c2ccccc2Cl)c1
2% | COC(=O)CNC(=O)[C@@]1(Cc2ccccc2)C=C[C@@H](C)N1C(=O)c1ccccc1
-1% | CC(=O)Nc1ccc(NC(=O)Cn2nc([N+](=O)[O-])c(Br)c2C)cc1
-12%[57.5 µM] | COc1ccc(C=O)cc1CSc1ccccn1
2% | COC(=O)[C@@H](NC(=O)Nc1cccc(Br)c1)C(C)C
-15% | CC1CCCCN1C(=O)c1ccc(OC2CCN(S(=O)(=O)N(C)C)CC2)cc1 (stereo not given)
7% | CC(=O)N1CCC[C@@]2(CCN(c3ccncc3)C2)C1
u | COC(=O)c1c(NC(=O)c2ccc(N(C)S(=O)(=O)c3ccc(C)cc3)cc2)sc2c1CCCC2
-26%[57.5 µM] | O=C1C2C3C=CC(C2C(=O)N1c1ccc(O)cc1)C1C2C(=O)N(c4ccc(O)cc4)C(=O)C2C31 (stereo not given)
2% | Cc1ccnc(NC(=O)CCC(=O)N(CC(=O)NCc2ccccc2)Cc2cccs2)c1
1% | Cc1cc(C)c2c(=O)[nH]c(SCc3ccccc3)nc2n1
3% | CCCn1c(SCC(=O)N2CC(=O)Nc3ccccc32)nc2ccccc21
6% | O=C(NC1CC1)C1CCCN(C(=O)NC2CCCCC2)C1 (stereo not given)
2% | O=C(CCCn1cc([N+](=O)[O-])cn1)NC1CCCCCC1
-4% | N#C/C(=C\c1ccc(OC(=O)c2ccc(Br)s2)cc1)c1nc2ccccc2[nH]1
10% | CC1CCCN(S(=O)(=O)c2coc(C(N)=O)c2)C1 (stereo not given)
-5% | COc1ccc(Cl)cc1NC(=S)Nc1ccccc1F
-1% | COCCCN(CC(=O)O)S(=O)(=O)c1cccc(Cl)c1
-5% | COc1ccc(OC)c(NC(=S)NCc2cccnc2)c1
-5% | COc1ccc(CCNC(=O)Cn2c(=O)n(CCCC(=O)NCc3ccco3)c(=O)c3sccc32)cc1OC
1% | O=C1CC(SC2=NCCS2)C(=O)N1c1cccc(Cl)c1Cl (stereo not given)
8% | CCC(/C=N/Nc1ccc(S(=O)(=O)N2CCCC2)cc1[N+](=O)[O-])CC
6%[57.5 µM] | Cc1[nH]c(=S)c(C#N)c(C)c1CCC#N
u | O=C(COC(=O)C1CC2C=CC1C2)Nc1cccc(S(=O)(=O)N2CCCCCC2)c1 (stereo not given)
12% | O=S(=O)(/N=C(/c1ccccc1)N1CCCCC1)c1ccccc1
-5% | Cc1ccccc1NC(=O)CCC(=O)N/N=C/c1ccc(F)cc1
13% | CC1(C)CC23C(=O)CCC(O)C2(C)CCC13 (stereo not given)
0% | Cc1cccc(NC(=S)N/N=C2\CC(C)(C)Oc3ccc(O)cc32)c1
-1% | C=CCN(c1ccc(C(=O)OC)cc1)S(=O)(=O)c1ccccc1
2% | COc1ccc(C(=O)NC(=S)Nc2ccccc2N2CCOCC2)cc1Br
-4% | COc1cccc(C(=O)NC(=S)Nc2ccccc2N2CCCC2)c1
-4% | CC(=O)C(Cc1ccc(Cl)nc1)Cc1ccc(Cl)nc1
5% | COc1ccccc1NC(=O)NCC(c1ccco1)N1CCCCC1 (stereo not given)
-3% | Cc1ccc2cc(CN(c3ccc(C)c(C)c3)S(C)(=O)=O)c(=O)[nH]c2c1
3%[57.5 µM] | COc1ccc(CCn2cnc3c([nH]c4ccccc43)c2=O)cc1
1%[57.5 µM] | CCOc1ccsc1C(=O)O
3% | Cc1cccc2c(=O)cc(C)n(Cc3ccccc3)c12
-6% | COc1ccc(/C(C)=N/NC(=O)C2CC2)cc1
-19% | C=CCN1C(=O)C2C3C=CC(C2C1=O)C1C2C(=O)N(CC=C)C(=O)C2C31 (stereo not given)
10% | CCC(=O)Nc1ccc(NC(=O)c2cccc(OC)c2)nc1
-4% | CSCCC(NC(=O)c1cccc(S(=O)(=O)N2CCOCC2)c1)C(=O)Nc1ccc(F)cc1 (stereo not given)
-10% | CC(C)CC(=O)Nc1nnc(SCC(=O)NCc2ccc3c(c2)OCO3)s1
2% | CCOC(=O)C1CCCN(Cc2nc3ccc([N+](=O)[O-])cc3c(=O)n2-c2ccc(OC)cc2OC)C1 (stereo not given)
-9% | CC(C)(C)CC(C)(C)NC(=O)Nc1cccc([N+](=O)[O-])c1
-2% | COc1ccccc1CNC(=O)CSc1ccsc1[N+](=O)[O-]
2% | O=C(COC(=O)CSc1ccc2ccccc2c1)Nc1ccccc1OC(F)F
-2%[57.5 µM] | COc1cc(-c2nc(Cc3c(F)cccc3Cl)no2)cc(OC)c1OC
10µM* | Cc1ccc(Sc2ccc(CN3CCCCC3)cc2[N+](=O)[O-])cc1
5% | NC(=O)Cn1c(-c2nonc2N)nc2ccccc21
